Screens deposited in PubChem by several laboratories.
STK33 inh – inhibitors of purified STK33 kinase, primary screen, biochemical, ADP-Glo luminescence, homogeneous, cell-free; inhibition, % at 10 µM; hit rate 0.073% among 320,000; MBP phosphorylation;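 active = inhibition at or above 25%, using the most active replicate where run in duplicate; inactive = inhibition below 25%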
Target sequence (Q9BYT3 whole entry, looked up): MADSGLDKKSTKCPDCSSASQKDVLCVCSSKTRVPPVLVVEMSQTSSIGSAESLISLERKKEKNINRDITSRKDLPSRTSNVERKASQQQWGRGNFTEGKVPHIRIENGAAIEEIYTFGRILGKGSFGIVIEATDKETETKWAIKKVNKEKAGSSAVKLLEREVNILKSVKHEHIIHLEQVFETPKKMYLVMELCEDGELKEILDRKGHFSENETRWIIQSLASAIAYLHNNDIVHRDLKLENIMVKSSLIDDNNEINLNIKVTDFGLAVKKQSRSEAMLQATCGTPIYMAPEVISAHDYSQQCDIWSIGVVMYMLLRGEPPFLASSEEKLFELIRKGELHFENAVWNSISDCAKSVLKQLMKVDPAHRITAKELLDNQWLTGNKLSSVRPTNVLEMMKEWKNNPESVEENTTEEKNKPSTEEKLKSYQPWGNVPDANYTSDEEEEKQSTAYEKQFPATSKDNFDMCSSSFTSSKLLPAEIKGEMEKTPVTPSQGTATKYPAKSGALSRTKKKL
OX1R antag – antagonists of human orexin 1 receptor (OX1R). AID 485270, 2010. Orexin/Hypocretin receptor type 1 (Homo sapiens), O43613. OX1R-expressing cells, FRET antagonist read-out. hit rate 1.8% among 330,000. inhibition, % at 6.6 µM; in the data active = inhibition mostly above about 38%, no sharp cut-off; inactive = mostly below about 40%;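 note: 0% = agonist challenge alone and 100% = reference antagonist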
Target sequence (O43613 whole entry, looked up): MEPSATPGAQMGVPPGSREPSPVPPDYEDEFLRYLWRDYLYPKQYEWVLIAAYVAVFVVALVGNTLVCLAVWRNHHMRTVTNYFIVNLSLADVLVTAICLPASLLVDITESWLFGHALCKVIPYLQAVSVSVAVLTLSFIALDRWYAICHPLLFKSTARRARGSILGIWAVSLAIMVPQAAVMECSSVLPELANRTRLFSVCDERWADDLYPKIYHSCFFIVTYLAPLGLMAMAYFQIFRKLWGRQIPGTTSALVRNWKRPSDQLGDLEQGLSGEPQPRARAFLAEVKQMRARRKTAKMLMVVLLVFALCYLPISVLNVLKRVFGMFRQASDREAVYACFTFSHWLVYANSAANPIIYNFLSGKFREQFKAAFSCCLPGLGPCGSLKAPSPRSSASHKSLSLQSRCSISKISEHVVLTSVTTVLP
An asterisk follows results filed as active; . = no result given.

SMILES	STK33 inh	OX1R antag
CC(C)NC(=O)Nc1ccc2c(c1)C(=O)N([C@H](C)CO)C[C@H](C)[C@@H](CN(C)C(=O)Nc1ccc3c(c1)OCO3)O2	-0.6	-5.5
O=c1c2c(n3cnnc3n1C1CCCCC1)-c1ccccc1CC21CCCCC1	0.9	3.5
O=C1NC2(CCCCCC2)C(=O)N1Cc1ccc([N+](=O)[O-])cc1	-1.2	15.3
CCOC(=O)C1=C(C)Nc2nnnn2C1c1ccccc1Cl (stereo not drawn)	0.0	1.9
CCOC(=O)[C@H]1[C@H]2COc3ccccc3[C@@H]2N2C(=O)c3ccc(C)cc3NC(=O)[C@@]12C	0.9	9.7
Oc1ccc(-c2nc3cnccn3c2Nc2ccc3c(c2)OCCO3)cc1	0.6	11.2
O=C1N=NC(=O)N1c1ccccc1	-2.3	20.0
O=C(NCc1ccccc1F)C1CCCN1C(=O)NC1CCCCC1 (stereo not drawn)	0.1	22.2
Cc1cc(OCCN2CCCCC2)nc2ccccc12	0.2	12.8
O=C1CC(c2ccc(Cl)cc2)CC(O)=C1C=NCCO (stereo not drawn)	-1.6	3.2
COc1cc(C(=O)N2CCC(n3cnc4cc(F)ccc43)CC2)cc(OC)c1OC	-2.9	8.6
Cc1cccc(C)c1N(CC(=O)Nc1cc(Cl)ccc1Oc1ccccc1)S(C)(=O)=O	-1.6	13.8
CCN(CC(=O)Nc1ccccc1C(F)(F)F)C(=O)Cn1c(=O)cnc2ccccc21	-0.9	26.4
CNS(=O)(=O)c1cc2c3c(cccc3c1)C(=O)NC2=O	-0.2	130.2*
O=C(Nc1ccc(Cl)c(Cl)c1)N(CCCN1CCOCC1)Cc1cccs1	-1.4	14.8
NC(=O)CSC1=N/C(=C\c2ccco2)C(=O)N1c1ccc(OC(F)F)cc1	0.0	28.2
NC(=O)CC(NC(=O)Cc1cccc2ccccc12)c1ccc(N2CCC(Br)CC2)c([N+](=O)[O-])c1 (stereo not drawn)	0.7	11.8
COc1ccc(NC(=O)CSc2n[nH]c(-c3ccccn3)n2)cc1	-1.5	10.2
CC1(C)CCC[C@@]2(C)CC=C(C(=O)O)[C@@H]3C[C@]312	-2.3	7.0
CCc1cc2ccc(C)c(C)c2nc1SCC(=O)NNC(=O)c1ccco1	0.4	27.6
CCOC(=O)c1ccc(NC(=O)CN2CCN(C(=O)C3CCCO3)CC2)cc1 (stereo not drawn)	0.1	12.3
COc1ccccc1Nc1ncnc2ccccc12	0.8	11.1
COC(=O)C1=CO[C@@H](O[C@@H]2O[C@H](CO)[C@@H](O)[C@H](O)[C@H]2O)[C@H]2[C@@H]1C(=O)C[C@@H]2C	-0.4	-2.8
CCN(CC)S(=O)(=O)c1cccc(-c2n[nH]c(=S)n2/N=C/c2ccc(OC)cc2)c1	-1.7	30.9
CC(C)[C@H](NC(=O)NCc1ccc(Cl)cc1)C(=O)O	-0.3	1.0
O=C(CCN1C(=O)/C(=C/c2ccccc2F)SC1=S)Nc1cccnc1	0.9	38.9
Fc1ccc(-c2cc3nc4c(c(N5CCOCC5)n3n2)CCCC4)cc1	-1.6	27.1
Cc1ccccc1NC(=O)/C(=C/c1cccs1)NC(=O)c1ccco1	-1.3	19.1
COC(=O)C1CCN(c2ccc([N+](=O)[O-])cc2)CC1	-0.5	75.5
Cc1ccc(NC(=O)CNC(=O)c2ccco2)c(Cl)c1	0.5	-8.2
CN(C)C(=O)c1cc(C(=O)Cc2ccccc2)c[nH]1	2.1	0.2
O=C(CCCC(=O)c1ccccc1)NCCc1ccccc1F	-1.6	11.5
Nc1nonc1C(=O)NCCNC(=O)c1ccccc1F	-0.6	7.7
CC1=C(C(=O)OC(C)C)C(c2ccsc2)NC(=O)N1C (stereo not drawn)	-2.8	12.7
COc1ccc([N+](=O)[O-])cc1N(CC(O)CN(CC(C)C)CC(C)C)S(=O)(=O)c1ccc(C)cc1 (stereo not drawn)	0.0	6.1
Cc1ccc(S(=O)(=O)N(C)CC(=O)N2CCc3ccccc32)cc1	-1.0	24.6
CCOC(=O)Cc1csc(NC(=O)CSc2nc(C)cc(C)n2)n1	-0.5	7.0
Cc1ccn2c(CNCCCn3cccn3)c(C(=O)N3CCCCCC3)nc2c1	-1.6	-5.7
Cc1cc(C(=O)COC(=O)CCc2nc3ccccc3c(=O)[nH]2)c(C)n1CC1CCCO1 (stereo not drawn)	-0.9	9.0
Cc1cccc(C(=O)N2CCNC(=O)C2CC(=O)Nc2cccc(Cl)c2)c1 (stereo not drawn)	0.3	37.1
Cc1c(Cl)cccc1NC(=O)CNCc1ccccc1F	0.1	22.1
C/C(CC(=O)Nc1cccnc1)=N\NC(=O)C(C)Oc1ccc(Cl)cc1Cl (stereo not drawn)	1.0	1.7
O=C(c1cc(C2CC2)nn1-c1ccccc1)N1CCN(c2ncc(C(F)(F)F)cc2Cl)CC1	-0.8	0.4
Nn1nnc2ccccc21	-1.4	10.8
CCc1ccc(C2N3CC4([N+](=O)[O-])CN2CC([N+](=O)[O-])(C3)C4(C)C)cc1 (stereo not drawn)	-0.6	9.9
O=C(COC(=O)c1cc(-c2cccs2)nc2ccccc12)NC1CCS(=O)(=O)C1 (stereo not drawn)	1.6	84.4*
CN(NC(=O)c1ccccc1F)c1ncccc1[N+](=O)[O-]	-0.6	7.5
COc1ccc(C(=O)NC(CO)c2nnc(SCc3ccc(Cl)c(Cl)c3)n2C)cc1 (stereo not drawn)	-0.4	7.2
Cc1cc(C)c(S(=O)(=O)c2ccccc2)c(OC(=O)c2c(F)cccc2F)n1	0.0	8.3
CCCN(CC(=O)Nc1ccccc1OC)C(=O)c1cc(-c2cccs2)nn1-c1ccccc1	.	38.0
COc1ccc(NC(=O)CN2C(=O)NC(C)(C3CC3)C2=O)cc1S(=O)(=O)N1CCOCC1 (stereo not drawn)	0.8	-0.8
CC(C)Cc1ccc(/C=C/C(=O)N2CCCCC2)cc1	1.2	21.8
Cc1ccc(S(=O)(=O)Nc2cccc(C(=O)NCC(c3ccco3)N3CCCC3)c2)cc1F (stereo not drawn)	0.2	6.4
O=C(c1ccc(NC2=NC3CS(=O)(=O)CC3S2)cc1)N1CCN(c2ccccc2)CC1 (stereo not drawn)	-0.4	-3.5
O=C(Nc1cccc(-c2cccc(F)c2)c1)C1CCN(C2CCC2)CC1	.	13.3
Cc1ccc(NS(=O)(=O)c2cccc(C(=O)Nc3cccnc3)c2)c(C)c1	1.4	18.6
Cn1cc(S(=O)(=O)c2ccccc2)c(=O)c2cc(Cl)ccc21	-1.6	4.1
COC(=O)[C@H](C(C)C)N(Cc1ccccc1)S(=O)(=O)CCN1CCN(c2ccccc2)CC1	.	9.2
Cc1ccc(N(C(C)C(=O)NCc2ccncc2)S(C)(=O)=O)cc1C (stereo not drawn)	-0.4	6.9
Cc1ccc2c(c1)nnn2C1CCN(S(=O)(=O)c2ccc3ccccc3c2)CC1	-2.0	3.3

Next part
SMILES	STK33 inh	OX1R antag
CCNC(=S)N1CC(C)OC(C)C1 (stereo not drawn)	-0.1	6.7
Cn1c(=O)c(C#N)c(-c2ccc(F)cc2)c2cc(C(=O)c3cc(Cl)cc(Cl)c3O)cnc21	-1.9	50.9
Clc1cccc(Cl)c1/C=C/c1nc2ccccc2[nH]1	-0.3	49.8*
CCOC(=O)/C(C#N)=C/c1ccc(OC)c(OC)c1	-1.9	12.9
Cc1ccc(Cl)cc1Nc1nc(N2CCOCC2)nc(N2CCOCC2)n1	0.3	11.3
Cc1nn(C(C)C(=O)N2CCc3ccccc3C2)c(=O)c2cc3occc3n12 (stereo not drawn)	-0.8	20.4
COc1ccc(-c2cc(NCCc3ccncc3)n3ncnc3n2)cc1	0.3	22.3
CC1CN(C(=S)Nc2cccc([N+](=O)[O-])c2)CC(C)O1 (stereo not drawn)	1.2	.
COc1ccc(CC(=O)N2CCc3cc(OC)c(OC)cc3C2)cc1	-0.8	7.4
CCC(=O)Nc1cc(-c2nn(C)c(=O)c3ccccc23)ccc1N1CCOCC1	-0.8	35.1
CN1CCN(C(=O)c2cc3c(=O)n4ccccc4nc3s2)CC1	0.3	41.9
C=CCN1C(=O)C(CC(=O)Nc2ccc(OCCC)cc2)N(CCCN2CCN(Cc3ccccc3)CC2)C1=S (stereo not drawn)	-1.4	-4.6
O=C(CN1CCC(Cc2ccccc2)CC1)NC(=O)NC1CCCCC1	-0.8	3.4
CCc1cc2c(=O)c(-c3nc4ccccc4[nH]3)coc2c(CN2CCCCC2)c1O	-0.7	12.3
Cc1c(CCC(=O)NCCC(=O)O)c(=O)oc2c(C)c3oc4c(c3cc12)CCCC4	-0.1	3.3
Cc1onc(-c2ccccc2Cl)c1C(=O)N1CCCc2ccccc21	-1.8	35.4*
O=C(COc1ccc([N+](=O)[O-])cc1)N(Cc1ccccc1)Cc1ccccc1	-2.5	34.5
Nc1nc(CN2CCN(Cc3ccc4c(c3)OCO4)CC2)nc(Nc2ccccc2)n1	-0.3	15.8
COc1ccc(/C(CC2OC(=O)c3ccccc32)=N\NC(N)=O)cc1 (stereo not drawn)	.	15.3
C[C@H]1CN([C@@H](C)CO)C(=O)Cc2cc(NC(=O)C3CC3)ccc2O[C@H]1CN(C)Cc1ccc(Oc2ccccc2)cc1	0.1	19.4
O=c1oc2cc(O)ccc2cc1-c1ccccc1	1.6	16.0
N#Cc1cc([N+](=O)[O-])c(-n2nnc3ccccc32)c([N+](=O)[O-])c1	7.0	29.4
CCNc1nc(Oc2ccc(C(=O)OCC)cc2)nc(N2CCOCC2)n1	0.1	8.7
CCC(C)C(NC(C)=O)C(=O)NC(=O)NC(c1ccccc1)c1ccccc1 (stereo not drawn)	-0.8	-2.0

Part of the list above in order of count of non-hydrogen atoms, rising.
SMILES	STK33 inh	OX1R antag
O=c1oc2cc(O)ccc2cc1-c1ccccc1	1.6	16.0
CCOC(=O)/C(C#N)=C/c1ccc(OC)c(OC)c1	-1.9	12.9
CC1CN(C(=S)Nc2cccc([N+](=O)[O-])c2)CC(C)O1 (stereo not drawn)	1.2	.
N#Cc1cc([N+](=O)[O-])c(-n2nnc3ccccc32)c([N+](=O)[O-])c1	7.0	29.4
Cc1onc(-c2ccccc2Cl)c1C(=O)N1CCCc2ccccc21	-1.8	35.4*
COc1ccc(-c2cc(NCCc3ccncc3)n3ncnc3n2)cc1	0.3	22.3
CCNc1nc(Oc2ccc(C(=O)OCC)cc2)nc(N2CCOCC2)n1	0.1	8.7
CCC(C)C(NC(C)=O)C(=O)NC(=O)NC(c1ccccc1)c1ccccc1 (stereo not drawn)	-0.8	-2.0
CCC(=O)Nc1cc(-c2nn(C)c(=O)c3ccccc23)ccc1N1CCOCC1	-0.8	35.1
CCc1cc2c(=O)c(-c3nc4ccccc4[nH]3)coc2c(CN2CCCCC2)c1O	-0.7	12.3
Nc1nc(CN2CCN(Cc3ccc4c(c3)OCO4)CC2)nc(Nc2ccccc2)n1	-0.3	15.8
C=CCN1C(=O)C(CC(=O)Nc2ccc(OCCC)cc2)N(CCCN2CCN(Cc3ccccc3)CC2)C1=S (stereo not drawn)	-1.4	-4.6
C[C@H]1CN([C@@H](C)CO)C(=O)Cc2cc(NC(=O)C3CC3)ccc2O[C@H]1CN(C)Cc1ccc(Oc2ccccc2)cc1	0.1	19.4

Next results follow.
SMILES	STK33 inh	OX1R antag
CCOC(=O)c1[nH]c2c(c1C)C(=O)CC(c1ccco1)C2 (stereo not drawn)	4.2	6.7
CSc1cccc(NC(=O)c2ccco2)c1	-1.1	13.9
CC1CCN(C(=O)Cn2cnc3c2c(=O)n(C)c(=O)n3C)c2ccccc2S1 (stereo not drawn)	-3.6	12.2
CCC(=O)Nc1cccc(C(=O)OCC(=O)c2ccccc2Cl)c1	-1.4	14.0
NNC(=O)C1CC1c1ccc(Cl)cc1 (stereo not drawn)	0.5	22.1
COc1ccc(S(=O)(=O)N(CC(C)C)CC(C)C)c2cccnc12	.	16.4
CCCCn1nc(C(=O)NCc2ccccc2CN2CCCC2)c2ccccc2c1=O	0.0	2.9
CC(C)COC(=O)CCNc1n[nH]c(=O)[nH]c1=O	-1.0	1.6
Cc1noc(/C=C/N(C)C)c1S(=O)(=O)N1CCCC(C(=O)NCc2ccccc2Cl)C1 (stereo not drawn)	-0.3	12.3
O=C(NNC(=S)NC(=O)c1cccc([N+](=O)[O-])c1)c1ccc(O)cc1	-1.4	26.5
Cn1nc(C(F)(F)F)c(C#N)c1N1CCN(c2ccccn2)CC1	-1.1	5.5
COc1ccc(S(=O)(=O)c2nnn(-c3ccccc3Cl)c2N)cc1	-1.2	19.8

Whole records as entered above.
`CCOC(=O)c1[nH]c2c(c1C)C(=O)CC(c1ccco1)C2` (stereo not drawn) across the screens: STK33 inh: 4.2; OX1R antag: 6.7
`CN(NC(=O)c1ccccc1F)c1ncccc1[N+](=O)[O-]` across the screens: STK33 inh: -0.6; OX1R antag: 7.5

The list continues.
SMILES	STK33 inh	OX1R antag
CC(C)C(=O)Nc1ccc(-c2nc3ccccc3c(=O)o2)cc1	-1.2	4.7
CCOC(=O)c1c2n(c3ccc(OC(C)=O)cc13)CCC2	-0.5	4.8
CCOc1ccc(C(=S)N2CCOCC2)cc1OCC	-1.0	8.7
CC(C)CCN(C(=O)CNC(=O)c1cccs1)C(C(=O)NC1CCCC1)c1ccncc1 (stereo not drawn)	-0.2	7.1
O=C(Cn1nc(-c2ccc(Cl)cc2)c2ccccc2c1=O)Nc1cccnc1	-2.5	14.0
Cc1ccsc1/C=N/N1CCN(C2c3ccccc3-c3ccccc32)CC1	0.0	36.0
O=C(C1CCN(S(=O)(=O)c2cccc3cccnc23)CC1)N1CCN(c2ccc(Cl)cc2)CC1	-1.4	13.4
O=C(Cc1ccc(Br)cc1)N1CCN(c2ccccn2)CC1	-2.3	-0.8
COc1ccccc1C(c1nnnn1CCc1ccccc1)N1CCN(c2ccccc2)CC1 (stereo not drawn)	0.1	17.2
CNC(=S)N1N=C(c2ccc(Br)cc2)CC1c1ccc(N(C)C)cc1 (stereo not drawn)	13.9	36.0
COCCN(C(=O)/C=C/c1ccccc1)c1nnc(-c2cccnc2)s1	-0.5	13.4
